# Bioassay records from PubChem BioAssay.
# A-T KAP1 phos – qHTS Assay for Identifying a Potential Treatment of Ataxia-Telangiectasia; […] A-T fibroblasts, KAP-1 phosphorylation AlphaLISA; neocarzinostatin DNA damage 30 min before lysis; Potency, µM (top dose mostly 57.5 µM), for the others: at the top dose activation, usual class: activators; 320,000 compounds, 0.19% hits; also: potency is read from the fitted curve at half-maximal effect; % of control where 0% means no effect; nearly all actives have a fitted effect of over 45% in size
#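 hTERT-immortalized A-T patient fibroblasts ([…]), 500 cells/well in OPTI-MEM, 1% FBS, got compounds for 60 min, then NCS for 30 min at 37C. Lysates were then assayed for phospho-KAP-1 by AlphaLISA (anti-pKAP1 donor, anti-KAP1 acceptor beads), 6 hr at 25C.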
# p53 reactivator – qHTS assay for re-activators of p53 using a Luc reporter; H1299 p53-A138V BP100-luciferase reporter, luminescence, 24 h; Potency, µM (doses to about 92.2 µM), for the others: at the top dose activity change, positive = activation, usual class: activators; 320,000 compounds, 0.063% hits; AID 504706, 2011; also: potency is read from the fitted curve at half-maximal effect; % of control where 0% means no effect; nearly all actives have a fitted effect of over 45% in size
#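 p53-null H1299 cells stably carrying temperature-sensitive p53-A138V and a BP100-luciferase reporter were pinned with compounds (4-point, 1:5 series) and held 24 hrs at 37 deg C. Luminescence was read 10 min after detection reagent.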
# TCR activator – Activators of T cell receptors: qHTS campaign | 330,000 tested, under 10 active | AID 504894, 2011 | primary human leukocytes, anti-CD3, IL-2 HTRF, 48 h | Potency, µM (highest dose often 9.22 µM), for the others: at the highest dose activation of IL-2 secretion, most hits filed as activators; also: % of control where 0% means no effect
#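 Primary human leukocytes receive a-CD3 beads and test compound and are incubated 48 hr. Secreted IL-2 is then assayed by HTRF, measuring 665nm acceptor emission after 320nm excitation of the europium donor.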
# TRPV1 agonist – HTS Assay for Compounds that Act as Agonists of the Vanilloid Receptor 1 | Transient receptor potential cation channel subfamily V member 1 (Homo sapiens), Q8NER1 | AID 540275, 2011 | activation, % at 8.33 µM | TRPV1-expressing cells, Fluo-8 calcium influx, agonist mode | 320,000 compounds, 0.19% hits; in the data active = activation above about 80%; inconclusive = between about 30% and that limit; also: 0% is about no effect
#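 Fluo-8 calcium influx in TRPV1-expressing cells, kinetic read (ex 480/em 520 nm). Compound added and read 3 min for agonist activity, followed by capsaicin at EC20 final and 2 min further read for enhancement.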
# B2AR arrestin – qHTS assay of beta-arrestin-biased ligands of beta2-adrenergic receptor. beta-arrestin recruitment to beta2AR, cell-based reporter. 330,000 compounds, 0.02% hits. Potency, µM (top dose mostly 46.1 µM), inactives show top-dose activation, most hits filed as activators. Beta-2 adrenergic receptor (Homo sapiens), P07550;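 also: potency is read from the fitted curve at half-maximal effect; 0% = DMSO controls and full agonism = EC100 isoproterenol or metaproterenol; nearly all actives have a fitted effect of over 65% in size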
# BRCA1 expr act – qHTS Assay to Identify Small Molecule Activators of BRCA1 Expression; MCF7-BRCA1-FFLuc reporter, luminescence, 48 h; response scale: scaled: vehicle 0%, 10 µM genistein 100%; 380,000 compounds, 1.1% hits; Potency, µM (doses to about 46.1 µM), without a hit: at the highest dose activation, hits mostly activators; also: potency is read from the fitted curve at half-maximal effect; nearly all actives have a fitted effect of over 80% in size; some results filed as inactive show a strong effect at the top dose
#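 Activators of BRCA1 expression were detected as increased firefly luciferase luminescence in engineered MCF7 cells after 48 h compound incubation. Signals were scaled to genistein 10 microM as full activation.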
# a7 integrin act – qHTS for Activators of Integrin-Mediated Alleviation for Muscular Dystrophy; alpha7betagal myoblasts, beta-gal FDG fluorescence, 48 h; Potency, µM (doses to about 38.3 µM), for the others: at the highest dose activation, usual class: activators; 350,000 compounds, 0.064% hits;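 also: potency is read from the fitted curve at half-maximal effect; 100% = response of the positive control SU9516; nearly all actives have a fitted effect of over 60% in size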
#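 Alpha7betagal+/- myoblasts (passage 13) were plated 16-24 hr, then exposed to compounds (1:260 dilution of DMSO stock) for 48 hours at 37C. After MPER lysis, β-galactosidase reporter activity was read as FDG fluorescence (ex 480/em 540) after 30 minutes.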
# MLL CXXC-DNA inh – qHTS Fluorescence Polarization Assay for Inhibitors of MLL CXXC domain - DNA interaction | Histone-lysine N-methyltransferase 2A (Homo sapiens), Q03164 | MLL-CXXC / FITC-HOXA9 DNA fluorescence polarization | Potency, µM (titrated, usually from 115 µM), without a hit: at the top dose activity change, negative = inhibition, usual class: inhibitors | AID 2662, 2010 | 290,000 compounds, 0.037% hits; active = well fitted inhibition curve with a large enough effect in the polarisation, with a control signal flat, not every such curve was filed as active; inconclusive = small, poorly fitted or top-dose-only effect, or effect the other way, or a change in a side signal; inactive = no such curve, though single readings can be large or run the other way; the % refers to the polarisation; also: potency is read from the fitted curve at half-maximal effect
#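 Purified MLL-CXXC (added from a 7 uM solution) was preincubated 5 min at ambient with pinned compounds in 50 mM Tris-HCl pH 7.5, 50 mM NaCl, 1 mM DTT, 0.05% BSA. Fluorescein-labeled HOX-A9 DNA (50 nM solution) followed, 30 min, then polarization read.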
# TSG101-PTAP inh – qHTS Assay for Iinhibitors of HIV-1 Budding by Blocking the Interaction of PTAP/TSG101; Potency, µM (titrated, usually from 115 µM), for the others: at the top dose activity change, negative = inhibition, usual class: inhibitors; Tumor susceptibility gene 101 protein (Homo sapiens), Q99816; Fluorescence polarization, FITC-PTAP peptide / Tsg101 binding; 340,000 tested, under 10 active; active = well fitted inhibition curve with a large enough effect in the main read-out, with a control signal flat, not every such curve was filed as active; inconclusive = small, poorly fitted or top-dose-only effect, or effect the other way, or a change in a side signal; inactive = no such curve, though single readings can be large or run the other way; also: potency is read from the fitted curve at half-maximal effect; % of control where 0% means no effect
# Target sequence (Q99816 whole entry, looked up): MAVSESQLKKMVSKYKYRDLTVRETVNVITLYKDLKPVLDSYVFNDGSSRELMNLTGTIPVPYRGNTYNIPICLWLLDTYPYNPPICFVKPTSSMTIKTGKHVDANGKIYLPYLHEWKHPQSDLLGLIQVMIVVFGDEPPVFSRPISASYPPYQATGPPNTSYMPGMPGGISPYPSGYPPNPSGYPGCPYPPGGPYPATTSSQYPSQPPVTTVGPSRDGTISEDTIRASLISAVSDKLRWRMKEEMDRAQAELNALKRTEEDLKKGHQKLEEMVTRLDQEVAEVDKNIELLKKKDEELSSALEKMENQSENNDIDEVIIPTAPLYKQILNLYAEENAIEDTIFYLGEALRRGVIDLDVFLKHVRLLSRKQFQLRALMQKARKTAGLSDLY
#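 Compounds were pin-transferred onto Tsg101 binding domain (10 uM final) in HEPES pH 7.5 buffer, then FITC-PTAP peptide was added at 50 nM final. After 20 min at RT, polarization reported peptide displacement across a qHTS concentration series.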
# ELG1 repair inh – qHTS screen for small molecules that inhibit ELG1-dependent DNA repair in human embryonic kidney (HEK293T) cells expressing luciferase-tagged ELG1. 330,000 compounds, 2.3% hits. Potency, µM (titrated, usually from 46.1 µM), for the others: at the top dose activity change, negative = inhibition, actives largely listed as inhibitors. HEK293T ELG1-luciferase reporter, luminescence, 16 h; DNA damage induced by 5-fluorouridine; also: potency is read from the fitted curve at half-maximal effect; % is scaled to controls: 0 for no effect and ±100 for the full control effect; nearly all actives have a fitted effect of over 55% in size
#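 Overnight (16 hr) co-exposure of 2,000 cells/well to 5-fluorouridine and compound at 37 °C preceded detection. Luciferase was quantified via ONE-Glo luminescence; loss of signal denotes inhibition.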
# Starred values were filed as active, the others as inactive; u = inconclusive; x = not tested or not shown; & = joins results of further samples; [ ] = remark or other dose. Unless noted, calls follow the shape of the dose curve; as a rule, active = well fitted curve in the direction sought with a large enough effect; inconclusive = small, poorly fitted or top-dose-only effect, or another doubt; inactive = no such curve, though single readings can be large; an effect the other way counts as inactive or inconclusive. This is a subset (hit frequency here may not be typical).
SMILES,A-T KAP1 phos,p53 reactivator,TCR activator,TRPV1 agonist,B2AR arrestin,BRCA1 expr act,a7 integrin act,MLL CXXC-DNA inh,TSG101-PTAP inh,ELG1 repair inh
C[C@]12CC[C@H]3C(=CCc4cc(O)ccc43)[C@@H]1CCC2=O,0%,11%,-8%,12,-0.3%,31%,x,11%,-1%,u
COc1ccccc1OC(=O)Oc1ccccc1OC,x,x,1%,x,x,-1%,-38%[inhibitor],4%,-9%,x
CCN(CC)S(=O)(=O)c1ccc(C(=O)O)cc1,-2%,13%,-7%,1,0.4%,8%,21%,-4%&3%,-3%,u

# Pulled by structure from the list above, two records:
SMILES,A-T KAP1 phos,p53 reactivator,TCR activator,TRPV1 agonist,B2AR arrestin,BRCA1 expr act,a7 integrin act,MLL CXXC-DNA inh,TSG101-PTAP inh,ELG1 repair inh
COc1ccccc1OC(=O)Oc1ccccc1OC,x,x,1%,x,x,-1%,-38%[inhibitor],4%,-9%,x
C[C@]12CC[C@H]3C(=CCc4cc(O)ccc43)[C@@H]1CCC2=O,0%,11%,-8%,12,-0.3%,31%,x,11%,-1%,u

# 2 compounds from above, showing only BRCA1 expr act and ELG1 repair inh:
SMILES	BRCA1 expr act	ELG1 repair inh
C[C@]12CC[C@H]3C(=CCc4cc(O)ccc43)[C@@H]1CCC2=O	31%	u
COc1ccccc1OC(=O)Oc1ccccc1OC	-1%	x
